Source: PubChem
S1P4 antag: blocks the human S1P4 receptor; O95977; S1P4-expressing cells, antagonist mode, reporter read-out; inhibition, % at 4.98 µM; 220,000 compounds, 0.26% hits; in the data active = inhibition above about 29%;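 also: 0% = wells stimulated with agonist and 100% = vehicle wells without agonist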
CHOP inh: inhibitors of CHOP induction in ER stress response; AID 2732; 220,000 compounds, 3.8% hits; inhibition, % at 10 µM; CHO-K1 CHOP-promoter luciferase, tunicamycin-induced, 15-18 h;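 active = compounds that reduced the stress-induced luciferase reporter signal by more than about 70% of percent inhibition, limit read from the data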;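 also: 0% = tunicamycin plus vehicle and 100% = wells without tunicamycin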
S1P4 ag: human S1P4 receptor agonism; AID 1509; activation, % at 4.98 µM; 220,000 compounds, 0.35% hits; S1P4-expressing cell line, agonist reporter assay; O95977; in the data active = activation above about 11%;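 also: 0% = DMSO vehicle and 100% = reference agonist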
NPY-Y1 PAM-ag: potentiates or activates human NPY-Y1 receptor | P25929 | NPY-Y1 expressing cells, potentiator/agonist activation | activation, % at 3.6 µM | 220,000 compounds, 0.37% hits; in the data active = activation above about 33%, passing the limit was not always enough;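 also: cells stimulated with NPY at EC10 then isoproterenol at EC100; 0% = low agonist plus stimulus and 100% = saturating agonist plus stimulus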
Target sequence (P25929 whole entry, looked up): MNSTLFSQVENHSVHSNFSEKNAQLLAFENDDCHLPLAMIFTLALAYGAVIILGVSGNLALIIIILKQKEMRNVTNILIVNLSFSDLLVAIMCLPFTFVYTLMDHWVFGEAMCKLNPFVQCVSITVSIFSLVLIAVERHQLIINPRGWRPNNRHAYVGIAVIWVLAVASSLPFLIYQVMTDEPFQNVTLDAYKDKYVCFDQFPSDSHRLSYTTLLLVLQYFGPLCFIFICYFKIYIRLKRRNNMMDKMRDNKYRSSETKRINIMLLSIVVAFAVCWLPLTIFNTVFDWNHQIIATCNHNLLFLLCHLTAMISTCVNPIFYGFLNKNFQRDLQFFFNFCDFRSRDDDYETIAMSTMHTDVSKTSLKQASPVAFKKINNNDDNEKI
NPY-Y2 PAM-ag: potentiates or activates human NPY-Y2 receptor; P49146; activation, % at 3.6 µM; 220,000 compounds, 0.45% hits; cells expressing NPY-Y2, potentiator/agonist read-out; in the data active = activation above about 27%;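 also: cells stimulated with NPY near EC25 plus isoproterenol at EC100; 0% = vehicle plus submaximal agonist and 100% = vehicle plus saturating agonist; some results beyond the cut were filed as inactive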
Ba/F3 V617F tox: lowers viability of Ba/F3 cells expressing EpoR and JAK2V617F; 220,000 compounds, 1.1% hits; inhibition, % at 5.6 µM; AID 1446; ATP luminescence;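 active = inhibition above the campaign mean plus 3 SD over all tested compounds, cut at about 24% in these data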;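 also: cytokine-independent growth of Ba/F3 cells driven by EpoR plus mutant JAK2; 0% = DMSO-treated cells and 100% = JAK inhibitor I control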
BaF3 parental: reduces parental Ba/F3 cell viability, JAK2V617F counter-screen; CellTiter-Glo ATP luminescence; inhibition, % at 5.6 µM; 220,000 compounds, 1.1% hits; AID 1486;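 active = inhibition above a per-campaign cutoff, the mean inhibition of all tested compounds plus 3 SD, cut at about 27% in these data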;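 also: 0% = DMSO wells and 100% = JAK Inhibitor I control wells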
p47phox inh: p47phox (human) inhibition; inhibition, % at 24.7 µM; P14598; p47phox/p22phox peptide binding, fluorescence polarization, 2 h; 220,000 compounds, 0.53% hits;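 active = inhibition above about 30%, limit read from the data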;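 also: 0% = p47phox with labelled peptide and 100% = labelled peptide alone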
Target sequence (P14598 whole entry, looked up): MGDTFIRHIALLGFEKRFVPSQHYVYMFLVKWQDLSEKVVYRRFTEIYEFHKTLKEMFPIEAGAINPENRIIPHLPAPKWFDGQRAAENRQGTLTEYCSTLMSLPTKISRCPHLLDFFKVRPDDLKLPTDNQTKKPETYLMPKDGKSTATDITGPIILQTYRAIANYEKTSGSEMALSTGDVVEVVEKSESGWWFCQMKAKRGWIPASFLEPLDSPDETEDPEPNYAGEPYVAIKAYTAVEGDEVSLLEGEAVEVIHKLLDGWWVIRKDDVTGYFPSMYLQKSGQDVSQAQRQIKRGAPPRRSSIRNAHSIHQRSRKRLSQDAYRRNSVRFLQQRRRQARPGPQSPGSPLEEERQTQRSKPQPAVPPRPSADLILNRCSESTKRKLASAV
NPY-Y1 antag: blocks the human neuropeptide Y Y1 receptor | P25929 | HEK293-CNG Y1 cells, membrane potential fluorescence; NPY at EC95, then isoproterenol | inhibition, % at 3.6 µM | 200,000 compounds, 1% hits | AID 1040;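 active = inhibition above the campaign mean inhibition of all tested compounds plus 3 SD, cut at about 20% in these data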;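 also: 0% = DMSO wells given NPY plus isoproterenol and 100% = isoproterenol alone without NPY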
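Material: HEK293 Y1/CNG channel cell line | Also added: NPY (25 nM), isoproterenol (1 µM), Ro 20-1724 (25 µM) | Compound: One concentration, 3.6 µM, in 0.4% DMSO | Schedule: 3 h dye uptake, 1 h room-temperature compound, 45 min post-isoproterenol | Signal: Membrane-potential fluorescent dye readout | Read-out: % inhibition of NPY effect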
An asterisk follows results filed as active.

How did CCOc1ccc(-c2nnn(CC(=O)NCc3ccc4c(c3)OCO4)n2)cc1 do in these assays?
S1P4 antag: -2.6; CHOP inh: 39.0; S1P4 ag: 0.1; NPY-Y1 PAM-ag: -44.8; NPY-Y2 PAM-ag: -20.5; Ba/F3 V617F tox: -2.6; BaF3 parental: 1.0; p47phox inh: -5.1; NPY-Y1 antag: 5.1

What do the screens show for `COc1ccc(NC(=O)c2ccc3nccnc3c2)cc1`?
S1P4 antag: 5.6; CHOP inh: 19.1; S1P4 ag: 1.4; NPY-Y1 PAM-ag: -14.8; NPY-Y2 PAM-ag: -3.4; Ba/F3 V617F tox: 3.3; BaF3 parental: 5.8; p47phox inh: -11.4; NPY-Y1 antag: -0.5

How did N#CC(C(=O)Nc1cccc(Cl)c1)=C1Nc2ccccc2N1 do in these assays?
S1P4 antag: -6.1; CHOP inh: 53.7; S1P4 ag: -1.1; NPY-Y1 PAM-ag: 16.0; NPY-Y2 PAM-ag: 17.2; Ba/F3 V617F tox: 0.2; BaF3 parental: 4.8; p47phox inh: -13.5; NPY-Y1 antag: -5.1

How did CCC(C)N(C(=O)COC(=O)C1C(C(=O)OC)=C(C)NC(C)=C1C(=O)OC)C1CCS(=O)(=O)C1 (stereo not given) do in these assays?
S1P4 antag: -9.7; CHOP inh: -3.3; S1P4 ag: 1.3; NPY-Y1 PAM-ag: 7.1; NPY-Y2 PAM-ag: 8.8; Ba/F3 V617F tox: -0.9; BaF3 parental: -0.6; p47phox inh: -0.3; NPY-Y1 antag: 6.4

How did CC(C)c1cc(C(=O)N/N=C/C=C/c2ccccc2)n[nH]1 do in these assays?
S1P4 antag: -0.3; CHOP inh: 6.8; S1P4 ag: 3.9; NPY-Y1 PAM-ag: -23.7; NPY-Y2 PAM-ag: 4.5; Ba/F3 V617F tox: -1.2; BaF3 parental: 3.0; p47phox inh: -24.7; NPY-Y1 antag: 0.7

Results for Cc1ccccc1CSc1nnc(-c2ccccc2)c(=O)[nH]1 ?
S1P4 antag: 10.2; CHOP inh: -8.6; S1P4 ag: 0.3; NPY-Y1 PAM-ag: -6.0; NPY-Y2 PAM-ag: -5.7; Ba/F3 V617F tox: 0.8; BaF3 parental: 3.8; p47phox inh: -5.1; NPY-Y1 antag: 6.3

Results for CCOc1ccc2nc(NC(=O)CS(=O)(=O)c3ccc(C)cc3)sc2c1 ?
S1P4 antag: 9.4; CHOP inh: 15.7; S1P4 ag: 0.0; NPY-Y1 PAM-ag: -17.4; NPY-Y2 PAM-ag: -17.6; Ba/F3 V617F tox: 0.3; BaF3 parental: 2.7; p47phox inh: -8.2; NPY-Y1 antag: 8.5

How did COc1ccccc1CP(=O)(c1ccccc1)c1ccccc1 do in these assays?
S1P4 antag: -5.4; CHOP inh: -3.3; S1P4 ag: 1.2; NPY-Y1 PAM-ag: 10.8; NPY-Y2 PAM-ag: 0.9; Ba/F3 V617F tox: 1.6; BaF3 parental: 4.4; p47phox inh: -16.2; NPY-Y1 antag: 2.8

What do the screens show for `[O-][n+]1c2c(nn1-c1ccccc1)/C(=N/O)CCC2`?
S1P4 antag: 2.9; CHOP inh: -8.7; S1P4 ag: -0.7; NPY-Y1 PAM-ag: -0.7; NPY-Y2 PAM-ag: -4.8; Ba/F3 V617F tox: 0.5; BaF3 parental: 4.9; p47phox inh: -13.1; NPY-Y1 antag: 3.0

Results for Cc1ccc(N(C(=O)c2ccncc2)C2C=CS(=O)(=O)C2)cc1 (stereo not given) ?
S1P4 antag: -14.0; CHOP inh: 14.8; S1P4 ag: 3.8; NPY-Y1 PAM-ag: 14.2; NPY-Y2 PAM-ag: 2.4; Ba/F3 V617F tox: -6.4; BaF3 parental: 0.2; p47phox inh: -7.4; NPY-Y1 antag: 3.4

Results for CN1CCC(CO)(Cc2ccccc2)CC1 ?
S1P4 antag: 0.7; CHOP inh: 29.9; S1P4 ag: 2.3; NPY-Y1 PAM-ag: -8.2; NPY-Y2 PAM-ag: -0.2; Ba/F3 V617F tox: 1.8; BaF3 parental: 3.6; p47phox inh: 6.4; NPY-Y1 antag: -0.5

How did O=C(Nc1cccc(-c2nc3cccnc3s2)c1)c1ccc(Cl)nc1 do in these assays?
S1P4 antag: -13.8; CHOP inh: 80.8*; S1P4 ag: 1.8; NPY-Y1 PAM-ag: -26.7; NPY-Y2 PAM-ag: -7.5; Ba/F3 V617F tox: 1.6; BaF3 parental: 1.4; p47phox inh: 3.6

Two neighbouring records from above, for reference:
How did CCOc1ccc(-c2nnn(CC(=O)NCc3ccc4c(c3)OCO4)n2)cc1 do in these assays?
S1P4 antag: -2.6; CHOP inh: 39.0; S1P4 ag: 0.1; NPY-Y1 PAM-ag: -44.8; NPY-Y2 PAM-ag: -20.5; Ba/F3 V617F tox: -2.6; BaF3 parental: 1.0; p47phox inh: -5.1; NPY-Y1 antag: 5.1

What do the screens show for `COc1ccc(NC(=O)c2ccc3nccnc3c2)cc1`?
S1P4 antag: 5.6; CHOP inh: 19.1; S1P4 ag: 1.4; NPY-Y1 PAM-ag: -14.8; NPY-Y2 PAM-ag: -3.4; Ba/F3 V617F tox: 3.3; BaF3 parental: 5.8; p47phox inh: -11.4; NPY-Y1 antag: -0.5

(listing goes on)
How did CSc1nc(N(C)NC(=O)c2cccc(C)c2)c2ccccc2n1 do in these assays?
S1P4 antag: 6.2; CHOP inh: -48.6; S1P4 ag: 0.5; NPY-Y1 PAM-ag: -58.5; NPY-Y2 PAM-ag: -25.6; Ba/F3 V617F tox: 93.6*; BaF3 parental: 90.9*; p47phox inh: -6.9; NPY-Y1 antag: 19.1

Results for O=c1[nH]ncn2cccc12 ?
S1P4 antag: -14.6; CHOP inh: -17.6; S1P4 ag: 0.7; NPY-Y1 PAM-ag: -0.7; NPY-Y2 PAM-ag: 4.2; Ba/F3 V617F tox: 3.2; BaF3 parental: 5.8; p47phox inh: -18.8; NPY-Y1 antag: 0.9

How did Cc1nc(C)c(-c2nnc(-c3ccc(C(C)(C)C)cc3)o2)cc1C(=O)NN do in these assays?
S1P4 antag: -13.4; CHOP inh: 16.1; S1P4 ag: 0.7; NPY-Y1 PAM-ag: 6.1; NPY-Y2 PAM-ag: -1.4; Ba/F3 V617F tox: 1.0; BaF3 parental: -1.0; p47phox inh: -6.1; NPY-Y1 antag: -6.2

Results for C=C(C)Cn1c(N(CCO)Cc2ccccc2)nc2c1c(=O)[nH]c(=O)n2C ?
S1P4 antag: -6.8; CHOP inh: 26.4; S1P4 ag: -1.7; NPY-Y1 PAM-ag: -4.1; NPY-Y2 PAM-ag: -15.2; Ba/F3 V617F tox: 3.3; BaF3 parental: 5.5; p47phox inh: 5.0; NPY-Y1 antag: -0.3

Results for CC1CC(NNC(=O)c2ccccc2)=Nc2ccccc2N1C (stereo not given) ?
S1P4 antag: -7.4; CHOP inh: 12.0; S1P4 ag: 1.0; NPY-Y1 PAM-ag: -1.6; NPY-Y2 PAM-ag: 8.2; Ba/F3 V617F tox: 0.4; BaF3 parental: 5.0; p47phox inh: -4.4; NPY-Y1 antag: -0.3

What do the screens show for `Cc1ccc(S(=O)(=O)N2CCOCC2)cc1NC(=O)COC(=O)c1cccnc1Cl`?
S1P4 antag: -14.9; CHOP inh: -1.8; S1P4 ag: 1.6; NPY-Y1 PAM-ag: -2.8; NPY-Y2 PAM-ag: -0.8; Ba/F3 V617F tox: 1.5; BaF3 parental: 7.3; p47phox inh: -15.1; NPY-Y1 antag: 5.4

What do the screens show for `CCOC(=O)c1cnc(-n2nc(C)cc2C)nc1NC(C)c1ccccc1` (stereo not given)?
S1P4 antag: 2.9; CHOP inh: 42.9; S1P4 ag: -0.4; NPY-Y1 PAM-ag: -44.6; NPY-Y2 PAM-ag: -19.6; Ba/F3 V617F tox: 4.2; BaF3 parental: 12.5; p47phox inh: -11.8; NPY-Y1 antag: 8.6

What do the screens show for `CSc1ncc(Cl)c(C(=O)C(C#N)c2nc3c(C)cc(C)cc3c(=O)[nH]2)n1` (stereo not given)?
S1P4 antag: -28.6; CHOP inh: 51.5; S1P4 ag: -0.1; NPY-Y1 PAM-ag: -18.6; NPY-Y2 PAM-ag: -9.1; Ba/F3 V617F tox: 3.7; BaF3 parental: 9.7; p47phox inh: -11.2; NPY-Y1 antag: 3.8

Results for CCC(Sc1ccc2nnc(-c3cccnc3)n2n1)C(=O)O (stereo not given) ?
S1P4 antag: -11.1; CHOP inh: -12.8; S1P4 ag: 0.4; NPY-Y1 PAM-ag: 8.3; NPY-Y2 PAM-ag: -7.4; Ba/F3 V617F tox: -2.5; BaF3 parental: 6.4; p47phox inh: -9.4; NPY-Y1 antag: -2.5

Results for CC(C)c1ccc(/C=C/C(=O)NC2=NCCS2)cc1 ?
S1P4 antag: -8.5; CHOP inh: 8.5; S1P4 ag: 2.1; NPY-Y1 PAM-ag: -10.9; NPY-Y2 PAM-ag: 12.4; Ba/F3 V617F tox: -1.4; BaF3 parental: 1.0; p47phox inh: -3.7; NPY-Y1 antag: 1.8

How did CC1(C)CC2(C)OCCN2C(=S)N1 (stereo not given) do in these assays?
S1P4 antag: 8.2; CHOP inh: 8.1; S1P4 ag: -0.1; NPY-Y1 PAM-ag: 3.9; NPY-Y2 PAM-ag: -11.8; Ba/F3 V617F tox: -2.7; BaF3 parental: -2.6; p47phox inh: -9.3

Results for O=C(O)C(Cc1cn[nH]n1)=NO ?
S1P4 antag: 0.2; CHOP inh: 8.0; S1P4 ag: 1.2; NPY-Y1 PAM-ag: 5.8; NPY-Y2 PAM-ag: 7.3; Ba/F3 V617F tox: -2.8; BaF3 parental: -4.9; p47phox inh: -8.5

How did O=C(NCCc1ccncc1)Nc1ccccc1 do in these assays?
S1P4 antag: -23.6; CHOP inh: -9.4; S1P4 ag: -0.1; NPY-Y1 PAM-ag: -2.9; NPY-Y2 PAM-ag: 8.2; Ba/F3 V617F tox: -3.5; BaF3 parental: 3.5; p47phox inh: -9.5; NPY-Y1 antag: -8.7

How did CNS(=O)(=O)c1cccc(C(=O)OCC(=O)Nc2cc(F)ccc2F)c1 do in these assays?
S1P4 antag: 8.1; CHOP inh: 23.4; S1P4 ag: 0.0; NPY-Y1 PAM-ag: -13.4; NPY-Y2 PAM-ag: 8.5; Ba/F3 V617F tox: -0.2; BaF3 parental: 7.8; p47phox inh: 3.9; NPY-Y1 antag: 0.2

Results for O=C(O)c1cc(C(=O)O)cc(-c2ccc(/C=c3/sc4nc5ccccc5n4c3=O)o2)c1 ?
S1P4 antag: -14.4; CHOP inh: 10.1; S1P4 ag: 0.4; NPY-Y1 PAM-ag: 10.1; NPY-Y2 PAM-ag: 4.7; Ba/F3 V617F tox: 0.9; BaF3 parental: 3.4; p47phox inh: -42.6; NPY-Y1 antag: 0.7

How did CCOC(=O)c1c(-n2cnnn2)sc2c1CCCC2 do in these assays?
S1P4 antag: -3.9; CHOP inh: 5.9; S1P4 ag: -0.8; NPY-Y1 PAM-ag: -19.2; NPY-Y2 PAM-ag: -4.4; Ba/F3 V617F tox: -0.2; BaF3 parental: -0.9; p47phox inh: -6.8

How did CCN(CC)S(=O)(=O)c1cccc(C(=O)Nc2ccc(C#N)cc2)c1 do in these assays?
S1P4 antag: -13.7; CHOP inh: 31.8; S1P4 ag: 1.1; NPY-Y1 PAM-ag: -1.8; NPY-Y2 PAM-ag: 15.6; Ba/F3 V617F tox: -0.3; BaF3 parental: 8.8; p47phox inh: -6.6; NPY-Y1 antag: -0.8

How did CCOC(=O)Cn1ncc2c(=O)oc3ccccc3c21 do in these assays?
S1P4 antag: 2.4; CHOP inh: 62.3; S1P4 ag: 1.5; NPY-Y1 PAM-ag: -6.6; NPY-Y2 PAM-ag: 18.7; Ba/F3 V617F tox: -1.7; BaF3 parental: 2.2; p47phox inh: -2.5; NPY-Y1 antag: 6.7

Rows are unselected; 7.1% or so of the library scored in one or more.
